BRCA1 expr up = qHTS Assay to Identify Small Molecule Activators of BRCA1 Expression. MCF7-BRCA1-FFLuc reporter, luminescence, 48 h; response scale: scaled: vehicle 0%, 10 µM genistein 100%. 1.1% of 380,000 active. Potency, µM (top dose mostly 46.1 µM), without a hit: at the top dose activation, most hits filed as activators; active = well fitted activation curve with a large enough effect; inconclusive = small, poorly fitted or top-dose-only effect; inactive = no such curve, though single readings can be large or run the other way; also: nearly all actives have a fitted effect of over 80% in size; some results filed as inactive show a strong effect at the top dose
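Reporter cells (MCF7, BRCA1 promoter-firefly luciferase) received library compounds across a concentration series for 48 h. End-point luminescence was measured and concentration-effect curves derived after normalization.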
Starred values were filed as active, the others as inactive; u = inconclusive. Potency is read from the fitted curve at half-maximal effect. The list is partial. The share of hits here may be higher or lower than overall.

SMILES	BRCA1 expr up
COc1ccc(Cn2cc(CN3CC(N4CCN(CCO)CC4)CS3(=O)=O)nn2)cc1 (stereo not drawn)	11.8%
O=[N+]([O-])c1ccc(-c2cn(-c3ccc(Cl)cc3)cn2)cc1	u
CCNC(=O)C1(C)CCN(Cc2ccc(C#N)cc2)C1 (stereo not drawn)	3.6%
CC(C)NC(=O)c1ccc(CONC(=O)OCc2ccccc2)cc1	-5.6%
COc1ncnc2c1ncn2CCCN[C@H](C)c1cccc2ccccc12	1.7%
CC(C)Oc1cc(F)ccc1-c1cc(C(=O)NCCc2ccncc2)[nH]n1	-38.6%
CC(C)(C)n1nnnc1C(c1ccccc1)N1CCN(c2ccc(C(F)(F)F)cn2)CC1 (stereo not drawn)	-26.2%
Cc1ccc(C(=O)NCCN2CCC(n3c(=O)[nH]c4ccccc43)CC2)cc1	16.0%
C[C@@H]1CCCCO[C@H](CN(C)C(=O)Nc2ccc(F)cc2)[C@@H](C)CN([C@H](C)CO)C(=O)c2cc(NC(=O)c3ccccc3)ccc2O1	-31.5%
CC(C)C[C@H]1COc2cccc(N(C)CCO)c2S(=O)(=O)N1	17.1%
CC(=O)OC[C@@H]1CN(Cc2ccccc2)C[C@H](n2cnc3c(NCc4ccco4)ncnc32)O1	3.0%
CCCCNC(=O)c1[nH]c(=O)cnc1-c1ccccc1	6.8%
CCC12CC1(C(=O)OC)C(=O)N1CCc3c([nH]c4ccccc34)C12 (stereo not drawn)	-7.4%
O[C@@H]1C[C@H](c2ccc(Cl)cc2)N(CC2CCCCC2)C[C@H]1n1cc(C2CC2)nn1	-3.7%
COc1cc(OC)c(/C=C/c2ccnc3ccccc23)c(OC)c1	-43.7%
C=C1C=C(C(F)F)n2ncc(C(=O)N3CCCCC3)c2N1	17.9%
CC(C)(C)S(=O)N1Cc2cc(C(=O)NCc3ccc(Oc4ccccc4)cc3)nc(-c3cccc(-c4cc5ccccc5o4)c3)c2[C@H]1CCO (stereo partly drawn)	3.5%
CC1=C(C(=O)N(C)C)CC(CC(=O)NC2CCCCC2)C(=O)N1Cc1ccc(C(C)(C)C)cc1 (stereo not drawn)	3.9%
COc1cc(C(=O)NC(=S)NCc2ccncc2)cc(OC)c1OC	4.4%
c1ccc(CNc2nc(NCCOc3ccccc3)c3sccc3n2)cc1	-54.1%
C[C@@H]1CN([C@H](C)CO)C(=O)CCCn2cc(nn2)CO[C@H]1CN(C)C(=O)Nc1cccc(C(F)(F)F)c1	22.1%
Cc1nc(-[n+]2nc(-c3ccncc3)nn2-c2ccccc2)sc1C	-38.8%
Clc1ccccc1-c1cc2nc(NCCCn3ccnc3)ccn2n1	10µM*
CC1(C(=O)NCc2cccc(C(F)(F)F)c2)CCN1Cc1cc2ccccc2o1 (stereo not drawn)	0.0%
O=C(NCc1cccnc1)c1csc([C@@H]2C[C@H](O)[C@@H](CO)O2)n1	3.6%

No new results follow: entries from further up.
SMILES	BRCA1 expr up
COc1ccc(Cn2cc(CN3CC(N4CCN(CCO)CC4)CS3(=O)=O)nn2)cc1 (stereo not drawn)	11.8%
O=[N+]([O-])c1ccc(-c2cn(-c3ccc(Cl)cc3)cn2)cc1	u
CCNC(=O)C1(C)CCN(Cc2ccc(C#N)cc2)C1 (stereo not drawn)	3.6%
CC(C)NC(=O)c1ccc(CONC(=O)OCc2ccccc2)cc1	-5.6%
COc1ncnc2c1ncn2CCCN[C@H](C)c1cccc2ccccc12	1.7%

The list goes on:
SMILES	BRCA1 expr up
CCN(CC1CCCN(CCc2cccc(F)c2)C1)C(=O)c1ccoc1C (stereo not drawn)	-26.1%
COCCCn1cc(CN2CC(N3CCN(C)CC3)CS2(=O)=O)nn1 (stereo not drawn)	-4.5%
CCCCNC(=O)C1(C)CCN1Cc1cc(C)ccc1C (stereo not drawn)	-0.9%
CCc1nc2ccc(C(=O)NCCCn3ccnc3)cn2c1N(C)Cc1ccc(Cl)cc1	3.9%
CCc1ccc2c(c1)NC(=O)C2(C)Cc1cccc(F)c1 (stereo not drawn)	-20.4%
O=C(C1=NOC2(C1)C(=O)Nc1ccccc12)N1CCCCC1 (stereo not drawn)	5.0%
Cc1ccc(CNC(=S)Nc2ccc3c(c2)c(=O)n(C)n3Cc2cccc(C(F)(F)F)c2)cc1	-12.0%
Cc1nc(C(F)(F)F)ccc1C(=O)N1CCC1(C)C(=O)NS(=O)(=O)c1ccc(C#N)cc1 (stereo not drawn)	0.0%
NC(COCc1ccccc1)c1csc(Nc2nncc3ccccc23)n1 (stereo not drawn)	-15.5%
CC1(c2nnnn2Cc2ccccc2)CCC(=O)N1CCOc1ccccc1 (stereo not drawn)	8.9%
O=C(CSc1nccn1Cc1ccc(F)cc1)NC1CCCCC1	-13.1%
O=C(NC(c1ccc(Cl)cc1)c1cnccn1)C1CCN(Cc2ccc(Cl)cc2)CC1 (stereo not drawn)	-14.2%
COc1ccc(S(=O)(=O)NC(=O)C2(C)CCN2C(=O)c2ccccc2CCc2ccccc2)cc1 (stereo not drawn)	-7.6%
COc1ccccc1-c1nnc(NC(=O)CCS(=O)(=O)c2ccc(F)cc2)o1	-47.0%
COCCNc1ncnc2c1ncn2[C@H]1CN(CCc2ccccc2)C[C@@H](CO)O1	13.8%
O=C(NCc1ccco1)c1ccc2sc([C@@H]3O[C@H](CO)[C@@H](O)[C@H]3O)nc2c1	-9.3%
COc1ccc(OC)c(NC(=O)COC(=O)c2ccc(S(=O)(=O)N3CCCCC3)cc2)c1	7.1%
O=S(=O)(c1ccc(NC(=S)NC23CC4CC(CC(C4)C2)C3)cc1)N1CCCCC1	-25.8%
CC1=C(C(=O)N(C(C)C)C(C)C)CC(CC(=O)NC2CCCC2)C(=O)N1CCC1=CCCCC1 (stereo not drawn)	-12.7%
CC(C)CN(C(=O)CN(C)C(=O)Cc1c(F)cccc1Cl)c1c(N)n(CC(C)C)c(=O)[nH]c1=O	-27.0%
Cc1ccc(F)c(S(=O)(=O)NC(=O)C2(C)CCN2C(=O)Cc2cc(F)ccc2F)c1 (stereo not drawn)	4.1%
O=C(CCCN1C(=O)c2cccc3cccc(c23)C1=O)OCC(=O)N1CCCCC1	-4.8%
O=C1Nc2ccc(I)cc2C1=Cc1cc(Br)c(O)c(Br)c1	-44.3%
Cc1csc(N=Cc2ccc([N+](=O)[O-])o2)n1	4.1%
CN(C)c1ccc(/C=C/c2nc3ccccc3o2)cc1	6.2%
(next part)
SMILES	BRCA1 expr up
COc1ccc(C(NC(=O)C2CCN(CCOc3ccc(Cl)cc3Cl)CC2)c2ccccc2C)cn1 (stereo not drawn)	2.3%
CN1CCN(C2CN(Cc3cn(Cc4ccc(Cl)cc4)nn3)S(=O)(=O)C2)CC1 (stereo not drawn)	2.6%
CCOc1ccccc1NC(=O)COC(=O)COc1cccc2c1OC(C)(C)C2	-7.4%
COc1cc2nc(N3CCCCC3)nc(NC3CC3)c2cc1OC	0.0%
COc1ccc(-c2ccc(C(=O)NC(C)C)c3occc23)c(C)c1	0.0%
Cc1ccc(NNC(=O)c2sccc2Cl)c(C)c1	-1.5%
CCC(C(=O)N1CCN(Cc2ccc3c(c2)OCO3)CC1)n1nnc2ccccc2c1=O (stereo not drawn)	-6.4%
O=C(CC1CCCC1)N1CCN(S(=O)(=O)c2c(F)cccc2F)CC1	-0.4%
COC(=O)c1ccc2nc(-c3ccc(OC)c(OC)c3)c(Cc3ccccc3OC)n2c1	-31.9%
CCC(c1nnnn1-c1c(C)cccc1C)N1CCN(CC)CC1 (stereo not drawn)	8.3%
CCOC1=C2CN(S(=O)(=O)c3ccc(C)cc3)[C@H](c3cccs3)C[C@H]2[C@H]2C(=O)N(c3ccccc3)C(=O)[C@H]2C1	-10.5%
COc1ccccc1N1CCN(c2ccc3c(c2)S(=O)(=O)c2cccc(C(=O)NCc4cccc(F)c4)c2C3=O)CC1	7.2%
CC(C)(C)c1ccc(S(=O)(=O)NC(=O)C2(C)CCN2C(=O)CC2CCCC2)cc1 (stereo not drawn)	-2.5%
COc1ccc(OCC(=O)Nc2ccc(-c3nc4cc(C)c(C)cc4o3)cc2)cc1	-28.0%
COc1ccc(CN(C)C[C@@H]2OCCCC[C@H](C)Oc3ccc(NC(=O)Cc4ccccc4)cc3C(=O)N([C@@H](C)CO)C[C@@H]2C)cc1	-21.8%
CNC[C@H]1OCc2ccccc2-c2ccccc2C(=O)N([C@H](C)CO)C[C@H]1C	10.0%
C=C(C)Cn1c2ccc(NC(=S)NCc3ccccc3F)cc2c(=O)n1C	18.2%
COc1ccc(S(=O)(=O)N2CCOCC2)cc1NC(=O)Cc1ccc(F)cc1	-22.2%
CCc1nc2ccc(C(=O)N(C)CCCN(C)C)cn2c1N(C)Cc1cc2ccccc2s1	-1.1%
CCCCC[C@H](C)N1C[C@H](COCc2ccccc2)Oc2cc(N3CCC[C@H]3CO)ccc2S1(=O)=O	-48.3%
FC(F)(F)c1cnc(NNC(=S)Nc2ccccc2)c(Cl)c1	-76.3%
COc1ccc(C(=O)N2CCC2(C)C(=O)NC(C)C)cc1OC (stereo not drawn)	2.7%
C1=Nc2ccccc2/C1=C/c1ccccc1	-5.1%
CCN(CC(=O)Nc1ccc2c(c1)OCCO2)C(=O)/C=C/c1cc(Br)ccc1OC	1.0%
CCOC1=C2[C@H](c3ccc(C)cc3)N(S(=O)(=O)c3ccc(C)cc3)C[C@H]2n2c(=O)n(-c3ccccc3)c(=O)n2C1	8.8%
Additional structures follow:
SMILES	BRCA1 expr up
S=C(Nc1ccccc1)Nc1ccccn1	52.7%
CCN(CC)CCN(C)C(=O)c1[nH]c(C(F)(F)F)nc1-c1ccccc1	0.6%
CCOC(=O)C1CCCN(C(=O)c2ccccc2)CC1 (stereo not drawn)	9.8%
Cc1cccc(NC(=O)COc2cccc3c2CCNC3=O)c1	-25.8%
COc1ccc(-c2csc(C(O)c3cccnc3)n2)cn1 (stereo not drawn)	20.9%
C[C@H](c1ccccc1)N1C[C@@H](COCc2ccccc2)Oc2cc(N3CCC[C@@H]3CO)ccc2S1(=O)=O	-2.2%
CC(=O)Nc1cc(-c2cccc(N)c2)cn2c(-c3ccccc3)cnc12	-1.8%
C=CCC[C@@H](CCCCC)OC(=O)/C=C/[C@@H](O)[C@H](O)C[C@@H](O)CC=C	-14.4%
COc1ccc(C(=O)N2CCC(C)(C(=O)NS(=O)(=O)C3CC3)C2)cc1F (stereo not drawn)	8.4%
O=C(Cn1cnc([N+](=O)[O-])c1)Nc1ccc(Cl)cc1Cl	-9.4%
Cc1ccc(Cn2cc(CN3CC(N4CCSCC4)CS3(=O)=O)nn2)cc1 (stereo not drawn)	9.9%
C[C@@H]1CN([C@H](C)CO)C(=O)c2c(c3ccccc3n2C)-c2ccccc2CO[C@H]1CN(C)C(=O)NC1CCCCC1	-24.8%
CCN(CC)C(=O)c1csc([C@H]2C[C@H](O)[C@@H](CO)O2)n1	18.0%
COc1ccc(NC(=O)N(C)[C@H]2C[C@H]3c4[nH]c5ccccc5c4CCN3C(=O)[C@H]2[C@H](C)O)cc1	7.3%
Cc1ccc(OCC(=O)NNC(=O)c2cc(S(=O)(=O)N(C)C)ccc2N2CCCC2)cc1	-0.7%
COc1ccc(-c2cnc3c(NC=O)cc(-c4ccoc4)cn23)cc1OC	-56.3%
COc1ccc(Nc2nnc(SCC(=O)N(CC(C)C)C3CCS(=O)(=O)C3)s2)cc1 (stereo not drawn)	7.08µM*
CCCNC(=O)C1(C)CCN(C(=O)c2ccc(F)cc2Cl)C1 (stereo not drawn)	-10.0%
CC1(Oc2ccccc2-c2ccno2)CCN(Cc2csc3ccccc23)C1 (stereo not drawn)	-34.9%
Cc1nn(C(=O)N2CCOCC2)c(C)c1CN1C(=O)c2ccccc2C1=O	-6.1%
O=S(=O)(c1ccc(OC(F)(F)F)cc1)N1CCN(c2nc(-c3cccs3)nc3ccccc23)CC1	0.2%
Cc1cc2nc(-c3ccc(Cl)cc3)c(CC(C)(C)C)n2c(C)c1Br	-58.5%
Cc1cc2nc(-c3ccc(Cl)cc3)c(Cc3ccsc3)n2c(C)c1Br	-34.2%
Cc1ccc(NC(=O)c2ccc(-n3nncc3-c3ccccc3)cc2)cc1	-0.4%
Cc1cc(C)c2cc(C#N)c(NCCCN)nc2c1	-5.2%
(next part)
SMILES	BRCA1 expr up
Cc1cccc(-c2c3c(=O)n(C)c(=O)n(C)c3cn2-c2ccc(O)cc2)c1	-13.8%
CCc1ccc(CCC(=O)N2CCN(S(=O)(=O)c3ccc(Br)cc3)CC2)cc1	-31.3%
COC(=O)[C@H]1C[C@@]2(O)CN(S(=O)(=O)c3ccc(C)cc3)C[C@@]2(OC(=O)NCC2CCCCC2)C[C@H]1C(=O)OC	4.4%
NC(N)=NN=Cc1ccnc2ccccc12	16.3%
C[n+]1c(/C=C/c2ccc(N)cc2)sc2ccccc21	0.0%
C/C=C/c1cccc(-c2nc(C(=O)NC3Cc4ccccc4C3)cc3c2[C@@H](CCO)N(C(C)=O)C3)c1	-26.2%
O=c1cc(-c2ccccc2)oc2c1CCCC2	26.3%
COCCNC(=O)C1(C)CCCN(C(=O)c2ccc(C(=O)OC)cc2)C1 (stereo not drawn)	0.0%
C[C@@H]1CN([C@H](C)CO)C(=O)CCCn2cc(nn2)CO[C@H]1CN(C)S(=O)(=O)c1ccc(Oc2ccccc2)cc1	-8.5%
NC(=S)NN=Cc1c[nH]c2nccnc12	-31.4%
CCc1nc2ccc(C(=O)NCCN3CCOCC3)cn2c1N(C)Cc1ccc(OC)cc1	-4.0%

Six compounds already listed, arranged by molecular weight, descending:
SMILES	BRCA1 expr up
C[C@@H]1CN([C@H](C)CO)C(=O)CCCn2cc(nn2)CO[C@H]1CN(C)S(=O)(=O)c1ccc(Oc2ccccc2)cc1	-8.5%
COC(=O)[C@H]1C[C@@]2(O)CN(S(=O)(=O)c3ccc(C)cc3)C[C@@]2(OC(=O)NCC2CCCCC2)C[C@H]1C(=O)OC	4.4%
C/C=C/c1cccc(-c2nc(C(=O)NC3Cc4ccccc4C3)cc3c2[C@@H](CCO)N(C(C)=O)C3)c1	-26.2%
CCc1nc2ccc(C(=O)NCCN3CCOCC3)cn2c1N(C)Cc1ccc(OC)cc1	-4.0%
COCCNC(=O)C1(C)CCCN(C(=O)c2ccc(C(=O)OC)cc2)C1 (stereo not drawn)	0.0%
O=c1cc(-c2ccccc2)oc2c1CCCC2	26.3%
